# GlmU inhibition: inhibition of mycobacterial GlmU enzyme – biochemical, glucosamine-1-phosphate acetyltransferase (AID 1376) | inhibition, %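 (tested at 30 µM in the primary screen)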, or IC50 in µM where a hit was titrated | 220,000 compounds, 0.25% hits | M. tuberculosis GlmU acetyltransferase enzyme assay; higher % means a stronger effect; in the data active = inhibition above about 13%;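 note: 0% = complete reaction with vehicle and 100% = reaction without substrate; strong numbers were not always called active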
# Mtb RmlCD inh: blocks M. tuberculosis RmlC and RmlD coupled enzymes. 160,000 compounds, 0.03% hits. P9WH09+P9WH11. inhibition, % at 3.6 µM. RmlC+RmlD coupled enzyme assay, percent inhibition; primary screen in compound mixtures; in the data active = inhibition mostly above about 34%, no sharp cut-off; note: some results filed as inactive read as strong as hits
# Target sequence (P9WH09 whole entry, looked up): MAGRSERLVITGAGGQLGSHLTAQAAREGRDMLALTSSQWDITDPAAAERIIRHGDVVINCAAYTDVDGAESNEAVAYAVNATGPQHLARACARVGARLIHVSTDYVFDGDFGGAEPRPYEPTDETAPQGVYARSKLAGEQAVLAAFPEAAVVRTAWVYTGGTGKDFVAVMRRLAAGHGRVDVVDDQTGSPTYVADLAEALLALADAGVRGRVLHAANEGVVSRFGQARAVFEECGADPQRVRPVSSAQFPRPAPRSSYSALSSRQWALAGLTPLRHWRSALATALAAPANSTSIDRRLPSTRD
# Target sequence (P9WH11 whole entry, looked up): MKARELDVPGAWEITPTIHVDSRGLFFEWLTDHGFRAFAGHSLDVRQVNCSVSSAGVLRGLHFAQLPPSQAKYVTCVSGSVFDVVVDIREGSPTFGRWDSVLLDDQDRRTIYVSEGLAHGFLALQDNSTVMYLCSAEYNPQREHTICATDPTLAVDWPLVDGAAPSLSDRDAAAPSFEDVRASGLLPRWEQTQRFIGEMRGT
# * marks the source's active call; other numbers are inactive results; / = not tested or not shown. This is a subset (hit frequency here may not be typical).
SMILES,GlmU inhibition,Mtb RmlCD inh
CCS(=O)(=O)N1CCN(S(=O)(=O)c2ccccc2)CC1,6.2%,12
O=C(CCSc1ccccc1)NC1CCCC1,7.7%,0
O=C(Cn1cc2c(n1)CCCC2)NCCCN1CCN(c2ccccc2F)CC1,1.1%,5
COc1ccc(CC(=O)NNC(=S)NCC2CC2)cc1OC,0.0%,-46
CN(CC(=O)Nc1ccc(SC(F)F)cc1)C1CCCCC1,-6.9%,5
CCN=C1SC(C(=O)Nc2ccccc2)CC(=O)N1CC (stereo not drawn),3.4%,/
O=C(COc1ccccc1)N1CCN(c2ncccn2)CC1,8.6%,0
CNc1ccccc1C(C)(C)c1cc(-c2ccc(F)cc2)no1,0.6%,109
COc1ccc(Nc2nc(N/N=C/c3ccc(N(C)C)cc3)nc(C)c2[N+](=O)[O-])cc1,-4.9%,/
CCN(CC)S(=O)(=O)c1cccc(NC(=O)c2ccc(Sc3nncn3C)c([N+](=O)[O-])c2)c1,-0.8%,5
N=c1c2c3c(sc2ncn1CCCO)CCCC3,-2.7%,0
O=C(NCc1ccc(F)cc1)c1ccccc1OCc1ccccc1,-1.4%,-8
Cc1ccc(CS(=O)(=O)Cc2ccc(C(=O)NCC3CCCO3)o2)cc1 (stereo not drawn),4.3%,-6
COc1ccc(-n2c(=O)c3c4c(sc3n(CC(=O)Nc3cc(C)[nH]n3)c2=O)CCC4)c(OC)c1,2.4%,-5
CC1(C)Oc2ccc(C(=O)N3CCCC3)cc2N(CC(=O)NCc2ccccc2)C1=O,1.2%,7
O=C1C2C3C=CC(C3)C2C(=O)N1c1ccc(N2CCN(c3ccccn3)CC2)c([N+](=O)[O-])c1 (stereo not drawn),/,3
COc1ccccc1/C=C(/NC(=O)c1ccc(Cl)cc1Cl)C(=O)O,-1.3%,-12
CCC(C)NC(=O)C1c2cc(OC)c(OC)cc2C(=O)N(C)C1c1ccc(OC)cc1 (stereo not drawn),-3.1%,/
CCCCNC(=O)C1CCN(S(=O)(=O)N2CCCCCC2)CC1,2.7%,/
O=C1CN(C(=O)COc2ccc(Br)cc2)c2ccccc2N1,0.6%,5

# One compound at a time, as listed above. Order of values: GlmU inhibition	Mtb RmlCD inh
# `O=C1CN(C(=O)COc2ccc(Br)cc2)c2ccccc2N1` is listed as 0.6%	5
# `COc1ccc(Nc2nc(N/N=C/c3ccc(N(C)C)cc3)nc(C)c2[N+](=O)[O-])cc1` is listed as -4.9%	/

# Continuation:
SMILES,GlmU inhibition,Mtb RmlCD inh
O=C(Cc1ccc(Br)cc1)NCCc1ccc(Cl)cc1Cl,-5.3%,9
O=c1[nH]c(CSc2ccccn2)nc2c1oc1ccccc12,-0.1%,-10
O=C(N/N=C/c1ccc(O)cc1)c1csc2c1CCCC2,0.5%,17
CCCOc1ccccc1NC(=O)c1ccc([N+](=O)[O-])cc1,7.2%,15
Cc1nnc(NC(=O)CSc2nnc(Cc3cccn3C)n2CCc2ccccc2)s1,4.3%,-5
O=C(CCc1nc2ccccc2[nH]1)Nc1ccc2c(c1)OCO2,0.4%,10
O=C(NC(Cc1c[nH]c2ccccc12)C(=O)OCC(=O)c1cccc2ccccc12)c1cccs1 (stereo not drawn),0.4%,4
CC1CCc2c(C(=O)Oc3cccc(-n4cnnn4)c3)csc2C1 (stereo not drawn),-4.3%,28
C=CCn1c(N)c(C(=O)Nc2ccc(C)c(C)c2)c2nc3ccccc3nc21,-0.9%,/
CCN(C(=O)COC(=O)CNC(=O)c1ccc2ccccc2c1)C1CCS(=O)(=O)C1 (stereo not drawn),-3.5%,18
CCCCN(CC)S(=O)(=O)c1ccc(C(=O)N(CCCN(C)C)c2nc3cc(C)cc(C)c3s2)cc1,-10%,2
CCOC(=O)C1CCN(C(=O)CNS(=O)(=O)c2ccc(Br)s2)CC1,2.6%,/
COC(=O)CN1C(c2ccccc2O)Nc2ccc(Br)cc2C1c1ccccc1 (stereo not drawn),3.2%,2
CCNC(=S)NNC(=O)c1csc2c1CCC(C)C2 (stereo not drawn),2.3%,-1
O=C1c2ccccc2NC(c2ccc([N+](=O)[O-])cc2)N1O (stereo not drawn),-4.4%,-10
CC12CC(O)C3c4ccc(O)cc4CCC3C1CCC2=O (stereo not drawn),8.0%,-7
O=C(CN1CCC(n2nnc3cc(F)ccc32)CC1)N1CCCc2ccccc21,-1.7%,4
COc1ccc(C(=O)CSc2nnc(CNc3ccc(C)cc3C)n2Cc2ccco2)cc1,4.6%,/
COc1ccc(Cc2c(O)nc(SCC(=O)N3CCCCCC3)[nH]c2=O)cc1,1.0%,/
O=C(O)CCC(=O)N1CCc2cc(S(=O)(=O)N3CC=C(c4ccccc4)CC3)ccc21,1.4%,-10

# Seven records picked at random from those above, as already listed:
SMILES,GlmU inhibition,Mtb RmlCD inh
CCN(C(=O)COC(=O)CNC(=O)c1ccc2ccccc2c1)C1CCS(=O)(=O)C1 (stereo not drawn),-3.5%,18
CCC(C)NC(=O)C1c2cc(OC)c(OC)cc2C(=O)N(C)C1c1ccc(OC)cc1 (stereo not drawn),-3.1%,/
CC1CCc2c(C(=O)Oc3cccc(-n4cnnn4)c3)csc2C1 (stereo not drawn),-4.3%,28
O=C1c2ccccc2NC(c2ccc([N+](=O)[O-])cc2)N1O (stereo not drawn),-4.4%,-10
CC1(C)Oc2ccc(C(=O)N3CCCC3)cc2N(CC(=O)NCc2ccccc2)C1=O,1.2%,7
CNc1ccccc1C(C)(C)c1cc(-c2ccc(F)cc2)no1,0.6%,109
O=C(NCc1ccc(F)cc1)c1ccccc1OCc1ccccc1,-1.4%,-8

# (continued)
SMILES,GlmU inhibition,Mtb RmlCD inh
CC(C)CCNC(=O)NC(=O)COC(=O)c1cc(S(=O)(=O)N2CCOCC2)ccc1N1CCCCC1,0.2%,-6
CCOC(=O)N1CCN(c2ccc(C(F)(F)F)cn2)CC1,6.7%,4
Cn1c(=O)cc(OCCCC(=O)NCc2ccco2)c2ccccc21,-1.4%,/
CC1Cc2nc(SCC(=O)N3CCc4ccccc43)n(C)c(=O)c2S1 (stereo not drawn),/,-5
COc1cc(/C=C2\SC(=S)N(Nc3ncc(C(F)(F)F)cc3Cl)C2=O)cc(OC)c1OC,10%,7
O=C(Cc1ccc(Cl)c(Cl)c1)NCC1(N2CCOCC2)CCCCC1,-5.5%,7
COc1ccc(/C=C/C(=O)Nc2nc(C)c(C(=O)N(C)C)s2)cc1OC,3.5%,/
FC(F)(F)c1ccc(-n2ccnc2)nc1,-6.2%,/
Cn1c(=O)c2c(nc(NCCCN3CCOCC3)n2Cc2cccc(Cl)c2)n(C)c1=O,-0.5%,/
O=C(c1cc(-c2ccco2)nc2ccccc12)N1CCN(c2ccc(F)cc2)CC1,1.5%,4
CCOC(=O)Cc1csc(NC(=O)CSc2nnc(-c3cccnc3)n2Cc2ccco2)n1,2.2%,/
Cc1[nH]n(-c2c(Cl)cc(Cl)cc2Cl)c(=O)c1C=Nc1ccc(S(=O)(=O)N2CCOCC2)cc1,0.1%,-8
CCCCOC(=O)C1[C@H]2C(=O)N(Cc3cccs3)C[C@]23C=C[C@H]1O3 (stereo partly drawn),5.9%,/
CNCCCOc1ccc2c(c1)CCC2,-4.0%,5
Cc1cc(NC(=O)COc2c(C)cccc2C)no1,-3.0%,/
Nc1cccnc1Oc1ccc(F)cc1,1.2%,90
Cc1cccn2c(=O)c3cc(C(=O)NC4CCS(=O)(=O)C4)sc3nc12 (stereo not drawn),/,7
Cc1cc(C)c(S(=O)(=O)N(C)CC(=O)N2CCCCC2)c(C)c1,-0.1%,/
O=C(CN(C(=O)c1ccc(Cl)cc1)N1C(=O)C2C3C=CC(C3)C2C1=O)c1cccs1 (stereo not drawn),-5.8%,3
Cn1c2ccccc2c2cc([N+](=O)[O-])ccc21,6.3%,-9

# Part of the list above in order of heavy-atom count, lowest first.
SMILES,GlmU inhibition,Mtb RmlCD inh
CNCCCOc1ccc2c(c1)CCC2,-4.0%,5
Cc1cc(C)c(S(=O)(=O)N(C)CC(=O)N2CCCCC2)c(C)c1,-0.1%,/
O=C(Cc1ccc(Cl)c(Cl)c1)NCC1(N2CCOCC2)CCCCC1,-5.5%,7
COc1ccc(/C=C/C(=O)Nc2nc(C)c(C(=O)N(C)C)s2)cc1OC,3.5%,/
O=C(c1cc(-c2ccco2)nc2ccccc12)N1CCN(c2ccc(F)cc2)CC1,1.5%,4

# More entries.
SMILES,GlmU inhibition,Mtb RmlCD inh
Cc1ccc(-c2csc(NCCc3nc4cc(Cl)c(Cl)cc4n3CCOCCO)n2)cc1,1.9%,/
C/C(=N\NC(=O)c1ccc(CN2CCOCC2)cc1)c1cccc([N+](=O)[O-])c1,0.0%,1
COc1ccc(NC(=S)NC(NC(=O)/C=C/c2ccccc2)C(Cl)(Cl)Cl)cc1 (stereo not drawn),-3.1%,11
Cc1ccc(C2CC(c3cccc(Br)c3)n3nc(N)nc3N2)cc1 (stereo not drawn),4.6%,-8
COc1cc(/C=N/Nc2ccc(Cl)c(C(=O)O)c2)ccc1OCC(=O)N1C(C)CCCC1C (stereo not drawn),-0.3%,-14
Cc1ccc(CSCCNC(=O)/C=C/c2ccccc2Cl)cc1,5.6%,-5
C/C(=N\NC(=O)COc1ccc(C)cc1Br)c1cc([N+](=O)[O-])cs1,1.5%,/
O=C(CCS(=O)(=O)Cc1ccccc1F)NCc1ccccc1Cl,-3.8%,10
Cc1cccc(N(Cc2ccc(Cl)cc2)S(C)(=O)=O)c1,4.7%,-11
CCCCCC(=O)N1CCN(CCN=CC2=C(O)CC(c3ccc(OC)cc3)CC2=O)CC1 (stereo not drawn),-1.6%,/
O=C(O)CCCNC(=O)/C(=C\C=C\c1ccccc1)NC(=O)c1ccccc1Cl,7.3%,-12
O=C(CN1CCN(S(=O)(=O)c2ccccc2)CC1)Nc1ccc([N+](=O)[O-])cc1,-3.0%,5
CNC(C(=O)c1ccccc1)C(OC)c1ccccc1 (stereo not drawn),-4.8%,/
CN(Cc1ccccc1)Cc1nc2c([nH]1)c(=O)n(C)c(=O)n2C,-0.8%,-2
CCCN(Cc1ccco1)S(=O)(=O)c1ccc(OC)c(OC)c1,-7.3%,/
S=c1[nH]nc(-c2ccc(Cl)cc2)n1CCCN1CCOCC1,-4.2%,-5
N#CCCSCc1ccc2oc(C(=O)O)cc2c1,2.9%,-6
O=C(/C=C/c1ccccc1[N+](=O)[O-])NCCN1C(=O)S/C(=C\c2ccc(F)cc2)C1=O,3.5%,3
CC(=O)c1ccc(N2CCN(C(=O)C3CCN(S(=O)(=O)Cc4ccccc4)CC3)CC2)cc1,-2.8%,5
COCCn1c(SCc2nnc(-c3ccccc3)o2)nc2sc3c(c2c1=O)CCC3,-2.2%,15
CCC(=O)c1ccc(N2CCN(C(=O)c3cc([N+](=O)[O-])ccc3F)CC2)c(F)c1,1.1%,1
CS(=O)(=O)c1ccc(C(=O)OCC(=O)NC2CCS(=O)(=O)C2)cc1[N+](=O)[O-] (stereo not drawn),0.1%,7
S=c1[nH]nc(C(c2ccccc2)C2CCCCC2)o1 (stereo not drawn),-0.5%,2
CCCCC(=O)N/N=C/c1c(O)n(CC)c(=S)[nH]c1=O,3.4%,-11
O=C1CC(c2ccco2)CC(O)=C1C=Nc1ccccc1-c1ccccc1 (stereo not drawn),-3.1%,17
COc1ccc(CC(=O)Nc2nnc(SCC(=O)NCc3ccco3)s2)cc1OC,1.3%,-25
O=C(Nc1ccc(NS(=O)(=O)c2ccccc2)cc1)c1cccnc1,-4.7%,6
O=c1cc(CSc2nnc(Nc3ccccc3F)s2)nc2sccn12,0.1%,0
O=[N+]([O-])c1ccc(N2CCCCC2)s1,7.1%,6
O=C(NCc1ccc(C(F)(F)F)cc1)C1CC(c2ccccc2C(F)(F)F)=NO1 (stereo not drawn),1.9%,/
CN1C(=O)C(=Cc2ccc(N3CCCCCC3)o2)C(=O)N(C)C1=S,4.3%,/
CS(=O)(=O)N1CCC(C(=O)Nc2ccc3c(c2)OCCO3)CC1,-1.9%,/
O=C(CSCC(=O)N1CCCCC1)OCC(=O)c1c[nH]c2ccccc12,0.3%,/
CSc1ccc(C(=O)C2CCCN(CCCn3cccn3)C2)cc1 (stereo not drawn),0.2%,/
Cn1c(=O)[nH]c2cc(Cl)cnc21,-0.9%,-6
COc1ccc2c(c1)c(C(=O)N/N=C/c1ccc(O)c(O)c1)c(C)n2C,10%,26
COCCn1c(SCC(=O)N2CCc3ccccc3C2)nc2cc(Cl)ccc2c1=O,-0.8%,-1
Cc1cc(C)cc(-n2c(C)cc(C(=O)CSc3nnnn3C)c2C)c1,3.0%,-35
Oc1c(C(c2ccccc2)N2CCN(Cc3ccccc3)CC2)sc2ncnn12 (stereo not drawn),0.4%,/
CCOc1cc(C(=O)Nc2ncn[nH]2)cc(OCC)c1OCC,5.8%,-8
COc1ccc(-c2c(=O)n(OCc3ccccc3[N+](=O)[O-])c3ccccc3[n+]2[O-])c(OC)c1,-7.5%,12
Cc1ccc(Nc2nc(C3CC3)cs2)cc1,/,10
CC(=O)c1ccc(NC(=S)Nc2cccc3cnccc23)cc1,0.9%,0
COc1ccc(Br)cc1-c1nc(CCl)cs1,3.1%,/
O=C(O)CCCN1C(=O)/C(=C\c2ccco2)SC1=S,23%,-8
Cc1ccc(/C=N/Nc2ccc(Cl)nn2)cc1,1.5%,-5
CC1(C)CC2(CC(c3ccccc3)c3ccc(O)cc3O2)NC(=S)N1 (stereo not drawn),-3.2%,-1
CC(C)N(C(=S)NCc1ccccc1)c1ccccc1,5.6%,6
COC(=O)Cc1ccc(NC(=S)NCc2ccco2)cc1,-6.1%,/
N#CC1=C(SCC(=O)NC2CCCCC2)NC(=O)CC1c1ccco1 (stereo not drawn),-3.8%,/
COc1ccc(N(C(=O)c2cccnc2)S(=O)(=O)c2ccccc2)cc1,2.0%,/
COc1cccc(-n2c(=O)[nH]cc(C(=O)Nc3ccc4c(c3)OCCO4)c2=O)c1,11%,6
COc1ccc(CN(C(=O)c2ccc(CN3CCOCC3)o2)C(C(=O)NCC2CCCO2)c2ccc(F)cc2)cc1 (stereo not drawn),-0.1%,4
CCOC(=O)C1CCN(S(=O)(=O)c2cccc(-c3cn4cc(Cl)ccc4n3)c2)CC1,-0.9%,/
CC(O)CNCc1ccc(-c2ccccc2)cc1 (stereo not drawn),0.1%,/
